Bioassay records as filed in PubChem BioAssay.
KLK7 zymogen act – proKLK7 zymogen activators, primary screen, biochemical, fluorescence intensity | AID 652039, 2013 | activation, % at 7 µM | purified proKLK7, EDANS-DABCYL substrate fluorescence; 100% is mature enzyme control, 0% vehicle | Kallikrein-7 (Homo sapiens), P49862 | 370,000 compounds, 0.9% hits;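 active = activation above the mean of all tested compounds plus 3 SD, computed per campaign excluding outliers beyond control limits, cut at about 13% in these data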
Target sequence (P49862 whole entry, looked up): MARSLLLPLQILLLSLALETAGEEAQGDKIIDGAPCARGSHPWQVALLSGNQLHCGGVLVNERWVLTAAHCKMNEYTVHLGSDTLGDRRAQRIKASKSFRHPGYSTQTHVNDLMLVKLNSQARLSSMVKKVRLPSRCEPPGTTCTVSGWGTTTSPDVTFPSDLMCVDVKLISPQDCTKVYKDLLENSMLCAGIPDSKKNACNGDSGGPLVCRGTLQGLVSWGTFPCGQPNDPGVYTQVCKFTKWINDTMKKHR
sPLA2-III inh – human group III sPLA2 inhibitors, primary screen, biochemical, QFRET, BODIPY PC-A2 liposome substrate; Group 3 secretory phospholipase A2 (Homo sapiens), Q9NZ20; AID 743126, 2013; 370,000 compounds, 0.56% hits; QFRET BODIPY PC-A2 liposome hydrolysis, fluorescence; inhibition, % at 12.2 µM;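 active = inhibition above mean plus 3 SD of compounds lying within the high and low control bounds, cut at about 19% in these data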;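 also: 0% = median of test compound wells and 100% = no enzyme DMSO wells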
Target sequence (Q9NZ20 whole entry, looked up): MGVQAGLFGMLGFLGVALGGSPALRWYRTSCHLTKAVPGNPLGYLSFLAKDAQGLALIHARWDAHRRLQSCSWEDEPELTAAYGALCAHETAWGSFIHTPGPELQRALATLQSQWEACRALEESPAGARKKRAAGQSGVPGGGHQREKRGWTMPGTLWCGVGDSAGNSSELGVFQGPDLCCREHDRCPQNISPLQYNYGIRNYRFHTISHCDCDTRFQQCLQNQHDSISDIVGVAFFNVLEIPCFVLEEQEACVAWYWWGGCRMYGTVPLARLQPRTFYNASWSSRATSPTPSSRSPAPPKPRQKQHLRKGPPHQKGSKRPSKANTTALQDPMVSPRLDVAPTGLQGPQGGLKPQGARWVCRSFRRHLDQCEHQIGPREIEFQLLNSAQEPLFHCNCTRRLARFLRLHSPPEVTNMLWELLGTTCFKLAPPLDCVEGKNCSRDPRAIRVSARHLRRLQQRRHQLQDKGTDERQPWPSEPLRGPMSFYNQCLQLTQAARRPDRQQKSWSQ
Tn6 DDE FP – inhibitors of Tn6 peptide binding to fibrin DD(E), primary screen, biochemical, fluorescence polarization, human fibrin, Tn6 probe; Fibrinogen beta chain (Homo sapiens), P02675; Fibrin DD(E) TRITC-Tn6 fluorescence polarization displacement; inhibition, % at 8.3 µM; 370,000 compounds, 0.21% hits; AID 720509, 2013;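 active = inhibition above a per-campaign cutoff: mean of compounds within control limits plus 3 SD, cut at about 15% in these data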;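 also: 0% = median of all compound wells on the plate and 100% = blocking peptide control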
rCAG RNA binder – binders of r(CAG) RNA repeats, primary screen, biochemical, fluorescence | 370,000 compounds, 1.3% hits | inhibition, % at 3 µM | r(CAG) RNA repeat, TO-PRO-1 dye displacement fluorescence;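 active = inhibition above the plate cutoff, the mean of all test compounds on that plate plus 3 SD, cut at about 35% in these data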;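 also: 0% = DMSO alone and 100% = 100 µM mitoxantrone as full dye displacement; higher means more dye released from RNA so lower well fluorescence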
ASAP1 GAP inh – inhibitors of human ASAP1 ArfGAP activity, primary screen, biochemical, fluorescence polarization; inhibition, % at 16.5 µM; ASAP1-stimulated ARF1 GTP hydrolysis, GDP FP detection; Arf-GAP with SH3 domain, ANK repeat and PH domain-containing protein 1 (Homo sapiens), …; 360,000 compounds, 0.19% hits; in the data active = inhibition above about 25%;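 also: 0% = vehicle with enzyme and substrate and 100% = no enzyme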
ADAM10 inh – human ADAM10 inhibitors, primary screen, biochemical, QFRET, HTS | Disintegrin and metalloproteinase domain-containing protein 10 (Homo sapiens), O14672 | recombinant ADAM10, EDANS/DABCYL FRET peptide cleavage, 3 h | inhibition, % at 7 µM | 370,000 compounds, 0.62% hits;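 active = inhibition above a per-campaign cutoff equal to the mean of compounds falling between control-based bounds plus 3 SD, cut at about 20% in these data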;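 also: 0% = DMSO wells while the 100% control is not disclosed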
GC-B act – human GC-B receptor activators, primary screen, HEK293 GC-B cells, cGMP TR-FRET, EC30 CNP; 370,000 compounds, 0.11% hits; 0% at EC30 CNP, 100% saturating CNP; activation, % at 10 µM; Atrial natriuretic peptide receptor 2 (Homo sapiens), P20594; AID 1920062, 2024;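 active = activation at 10 µM reaching about 35% in either raw or pattern-adjusted values, limit read from the data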
FXN GAA850 act – FXN promoter activators, primary screen, cell-based, luciferase luminescence, HEK293 lucGAA850 | AID 540364, 2011 | 360,000 compounds, 0.56% hits | activation, % at 6 µM | HEK293 lucGAA850 FXN promoter luciferase reporter, 24 h; percent of 10 µM SAHA response;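 active = activation above the average of all compounds screened plus 3 SD, cutoff fixed separately per campaign, cut at about 7.5% in these data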;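 also: 0% = DMSO wells and 100% = 10 µM SAHA wells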
ARFGAP1 inhibitor – inhibitors of rat ARFGAP1 GAP activity, primary screen, biochemical, fluorescence polarization, GDP tracer; Arfgap1-stimulated ARF1 GTP hydrolysis, GDP FP detection; AID 651572, 2012; 360,000 compounds, 0.26% hits; inhibition, % at 16.5 µM;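 active = inhibition above a per-plate limit, mean inhibition of low control wells plus 3 SD, cut at about 25% in these data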;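 also: 0% = DMSO wells with enzyme and 100% = wells lacking Arfgap1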
Target sequence (Q62848 1-136 limits assumed): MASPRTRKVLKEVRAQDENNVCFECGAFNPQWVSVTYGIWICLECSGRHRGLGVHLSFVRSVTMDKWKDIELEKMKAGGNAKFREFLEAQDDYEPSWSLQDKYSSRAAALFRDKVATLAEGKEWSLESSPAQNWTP
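material = rat Arfgap1 catalytic domain, aa 1-136 | also added = human ARF1(Δ1-17)-GTP substrate | compound dosing = one concentration, 16.5 µM, DMSO 1.26% | times = GTP hydrolysis reaction 2 h at 25 °C | measured by = FP, GDP Alexa 633 tracer displaced from anti-GDP antibody, 620/688 nm | evaluation = percent inhibition of Arfgap1-stimulated GTP hydrolysis | replication = single well per compound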
NPR1 activator – GC-A stimulated cGMP production enhancers – HEK293 GC-A cells, cGMP TR-FRET, EC30 ANP, primary screen; Atrial natriuretic peptide receptor 1 (Homo sapiens), P16066; 0% at EC30 ANP, 100% saturating ANP; activation, % at 10 µM; 370,000 compounds, 0.14% hits; in the data active = activation above about 40%
* hit, by the source's call; i = inactive; . = not tested or not shown.

cpd	smiles	KLK7 zymogen act	sPLA2-III inh	Tn6 DDE FP	rCAG RNA binder	ASAP1 GAP inh
1	OC(CNc1ncnc2sccc12)c1ccccc1 (configuration not stated)	-0.8	3	-11	6	9
2	CCC(C(=O)NCc1ccccc1)n1c(-c2ccc3c(c2)CCO3)nc2ccccc21 (configuration not stated)	0.1	2	-1	2	-6
3	COc1ccc(-n2c(COc3ccc(C)cc3)nnc2SCC(=O)Nc2ccc(S(=O)(=O)Nc3cc(C)nc(C)n3)cc2)cc1	0.1	-61	5	51*	.
4	CCOC(=O)CCNC(=O)N1CCCC(CCC(=O)N(C)CCc2ccccn2)C1 (configuration not stated)	-1.1	24*	-1	-7	5
5	COc1ccc(Nc2nccc(N(C)C)c2C#N)cc1	-0.7	7	8	-4	2
6	CC(NC(=O)COc1cc(=O)n(C)c2ccccc12)c1ccc2c(c1)OCCO2 (configuration not stated)	0.7	1	9	-1	-1
7	CSCCC(/C(O)=C(\C#N)c1nc2ccccc2[nH]1)N1C(=O)c2ccccc2C1=O (configuration not stated)	-0.6	-13	-4	10	-3
8	COC(=O)N1CN(C(=O)OC)CN(C(=O)OC)C1	-0.3	3	-6	2	6
9	CN1C(=O)[C@H]2[C@@H](c3ccccc3)N[C@]3(CCCN(Cc4ccc(F)cc4)C3=O)[C@H]2C1=O	-0.4	3	0	1	4
10	CCOC(=O)C1=CNS(=O)(=O)NC1c1ccc2ccccc2c1 (configuration not stated)	-2.8	-4	0	7	1

cpd	ADAM10 inh	GC-B act	FXN GAA850 act	ARFGAP1 inhibitor	NPR1 activator
1	-17	2	-1.0	4	3
2	-2	0	.	3	-6
3	5	10	.	.	3
4	-1	3	2.3	12	0
5	-1	1	1.0	-10	2
6	4	-1	0.1	16	-2
7	0	-3	1.5	0	-3
8	-1	8	-2.9	-2	3
9	-3	0	1.2	0	0
10	-22	5	0.8	-4	2

(next part)
cpd	smiles	KLK7 zymogen act	sPLA2-III inh	Tn6 DDE FP	rCAG RNA binder	ASAP1 GAP inh
11	CCC(=O)Nc1ccc(N2CCN(C(=O)c3cccs3)CC2)cc1	0.1	4	3	-1	8
12	CCN(Cc1ccccc1)C(c1ccncc1)c1nnnn1C(C)(C)C (configuration not stated)	-0.4	7	-3	-9	6
13	CCCCNC(=O)C1(C)CCN1C(=O)Cc1cccc2ccccc12 (configuration not stated)	0.2	9	-1	0	-10
14	COCCCNC(=S)NCCCNc1nc2cc3c(cc2cc1C#N)OCO3	11	-2	3	4	-8
15	COC(=O)CCC(=O)COc1ccccc1C#N	-0.3	2	-4	2	2
16	CN(C)/C=C(\C#N)C(=O)Nc1ccccc1	-0.3	1	7	-1	-7
17	Nn1c(SCc2cccc3ccccc23)nnc1-c1cc(-c2ccc(F)cc2)n[nH]1	0.1	2	-2	9	.
18	COC(=O)CCN(C(=O)c1ccc2c(c1)OCO2)c1ccccn1	-0.2	-1	7	-1	-12
19	COc1c(C)cc(Br)cc1C(=O)Nc1cccc(-c2nc3ncccc3o2)c1	-3.8	-4	0	5	-2
20	Cc1cccc(NC(=S)N(CCN(C)C)C(C)c2cccnc2)c1 (configuration not stated)	0.0	13	-1	-4	-2

cpd	ADAM10 inh	GC-B act	FXN GAA850 act	ARFGAP1 inhibitor	NPR1 activator
11	1	-1	1.4	-10	-4
12	2	-6	2.4	0	-2
13	6	-2	0.7	-11	0
14	i	.	-3.5	11	.
15	3	4	3.9	-6	1
16	3	-8	4.2	11	-7
17	-3	-11	.	.	-1
18	1	1	2.3	-8	0
19	-4	1	-3.2	7	-3
20	-12	6	1.9	7	3

From entry 11 to 12, copied from above:
cpd	smiles	KLK7 zymogen act	sPLA2-III inh	Tn6 DDE FP	rCAG RNA binder	ASAP1 GAP inh
11	CCC(=O)Nc1ccc(N2CCN(C(=O)c3cccs3)CC2)cc1	0.1	4	3	-1	8
12	CCN(Cc1ccccc1)C(c1ccncc1)c1nnnn1C(C)(C)C (configuration not stated)	-0.4	7	-3	-9	6

cpd	ADAM10 inh	GC-B act	FXN GAA850 act	ARFGAP1 inhibitor	NPR1 activator
11	1	-1	1.4	-10	-4
12	2	-6	2.4	0	-2

Continuation:
cpd	smiles	KLK7 zymogen act	sPLA2-III inh	Tn6 DDE FP	rCAG RNA binder	ASAP1 GAP inh
21	CCOc1ccc(NC(=S)Nc2cccc3cnccc23)cc1	1.4	12	-7	7	10
22	Cc1ccc(C(=O)N2CCN(c3ccc(C(F)(F)F)cn3)CC2)cc1	-0.2	6	-6	-2	-12
23	c1ccc2cc(CN3CCOCC3)ccc2c1	0.0	10	-1	-4	7
24	CN(C(=O)COc1ccc(Oc2ccccc2)cc1)C1CCS(=O)(=O)C1 (configuration not stated)	0.0	-3	4	-5	-1
25	C[C@@H]1CCCCO[C@@H](CN(C)Cc2ccccc2)[C@@H](C)CN([C@H](C)CO)C(=O)c2cc(NC(=O)Nc3cccc4ccccc34)ccc2O1	-1.3	-15	-12	11	15
26	Cc1nc(N)sc1-c1nnc(SCC(=O)Nc2nccs2)n1C	-0.8	0	-2	-1	0
27	CC12CCC(C(=O)N3CCC(Cc4ccccc4)CC3)(C(=O)C1=O)C2(C)C (configuration not stated)	0.5	8	-5	-2	14
28	O=[N+]([O-])c1ccc(NCc2ccccn2)nc1	0.4	0	-1	0	6
29	COCCNc1nc(=S)[nH]c2cc(OC)c(OC)cc12	-0.2	6	-2	2	-1
30	CCOC(=O)CN1C(=O)/C(=C/c2cccc(Br)c2)Oc2ccccc21	-1.6	6	-3	0	0

cpd	ADAM10 inh	GC-B act	FXN GAA850 act	ARFGAP1 inhibitor	NPR1 activator
21	-17	-5	-3.7	19	-2
22	7	-2	2.2	3	3
23	-1	2	2.3	0	-1
24	-2	6	-1.7	-4	5
25	-56	-4	-4.3	4	2
26	2	2	-0.2	-3	2
27	7	9	0.7	13	2
28	3	-11	1.2	-1	-2
29	-6	-16	-0.5	8	2
30	-22	-7	0.6	-4	3

Next part
cpd	smiles	KLK7 zymogen act	sPLA2-III inh	Tn6 DDE FP	rCAG RNA binder	ASAP1 GAP inh
31	COc1ccc(C(=O)C2(C(=O)NCCO)CC(c3ccccn3)=NO2)cc1 (configuration not stated)	-0.4	4	1	0	.
32	CC1=NN(c2nc(-c3ccc(C)cc3)cs2)C(=O)C1N=Nc1ccc2ccccc2c1 (configuration not stated)	0.2	1	2	8	-15
33	CC1CCN(S(=O)(=O)c2ccc3c(c2)N(CC(=O)N(C)Cc2ccco2)C(=O)CO3)CC1	0.2	5	-1	-3	9
34	O=c1c2ccccc2nc(SCc2nnc(-c3ccccc3)o2)n1-c1ccccc1	0.4	15	-3	1	-11
35	Cc1cc(C)c(C(=O)CN2C(=O)C(=O)N(C3CCCC3)C2=O)cc1C	-0.3	-5	4	9	-1
36	CCN1C(=O)C(CC(=O)Nc2ccc(F)cc2)N(Cc2ccco2)C1=S (configuration not stated)	0.5	-23	-1	3	-2
37	CSCCC(=O)NC1CCCN(CCc2ccccc2)C1 (configuration not stated)	0.3	0	1	-5	0
38	CCCCNC(=O)C[C@H]1C[C@@]2(C(=O)OC)C(=C[C@H](COCc3ccccc3)O[C@@H]2C)N(Cc2ccc3c(c2)OCO3)C1=O	-0.1	-6	2	2	-5
39	S=c1[nH]nc(-c2cccc3ccccc23)n1-c1cccnc1	0.3	-1	4	2	7
40	O=C(C1CCCCC1)N1CCc2[nH]c3ccc(F)cc3c2C1	0.1	-12	-7	-3	0

cpd	ADAM10 inh	GC-B act	FXN GAA850 act	ARFGAP1 inhibitor	NPR1 activator
31	-1	1	.	.	-1
32	-9	-4	1.6	4	8
33	8	4	0.1	0	1
34	5	-4	0.6	-3	-1
35	-10	-1	0.2	7	0
36	-7	2	1.1	0	-1
37	-3	6	-0.6	-14	-1
38	1	5	.	3	-3
39	9	1	2.2	1	-2
40	-3	-5	1.8	2	-2

(cont.)
cpd	smiles	KLK7 zymogen act	sPLA2-III inh	Tn6 DDE FP	rCAG RNA binder	ASAP1 GAP inh
41	Cc1ccc(C(C)C)c(OCC(=O)NNC(=O)Nc2ccccc2)c1	0.1	-55	-2	-1	-11
42	Cc1nc2cc(Cl)c(Cl)cc2n1-c1ccccn1	1.8	7	4	-3	-13
43	COc1ccc(OC)c(-c2csc(N(Cc3ccco3)C(=O)c3cccs3)n2)c1	-2.7	-2	-3	5	-1
44	N#Cc1ccccc1OCC(=O)NNC(=O)CNC(=O)c1ccc(Br)o1	-0.4	-3	8	2	5
45	COc1ccccc1C1C(C#N)=C(N)Oc2c1c(-c1ccccc1)nn2-c1ccccc1 (configuration not stated)	0.1	10	1	55*	8
46	COc1ccc(-c2cc(-c3cccnc3)c(C#N)c(N)n2)cc1	-0.6	2	-7	-2	6
47	O=c1c2c3n(c(=S)nc2[nH]n1-c1ccccc1)CCCCC3	0.7	15	1	6	4
48	CCCCNC(=O)CCn1c(=O)c2ccccc2n(Cc2ccc(Cl)cc2)c1=O	0.3	1	6	-3	-7
49	O=C(Nc1ccccc1[N+](=O)[O-])c1cc2ccccc2nc1Cl	0.1	1	4	1	-10
50	O=C(Nc1ccccc1)[C@@H]1CC=C[C@@H]2CCN(Cc3ccccc3)C(=O)[C@@H]21	0.7	1	7	-3	6
51	O=C(CCC1CCN(C(=O)c2cncs2)CC1)Nc1ccccc1	-0.2	1	-3	-1	7
52	CC(C)CNC(=O)c1c(N)n(/N=C/c2ccccn2)c2nc3ccccc3nc12	0.1	10	0	8	1

cpd	ADAM10 inh	GC-B act	FXN GAA850 act	ARFGAP1 inhibitor	NPR1 activator
41	2	-1	-0.4	-2	3
42	-226	-6	2.4	-9	-4
43	7	4	-0.8	-10	-2
44	-9	0	-0.1	-1	1
45	-5	-1	-1.8	7	-7
46	i	-8	1.6	-4	14
47	3	-3	-0.2	-5	-1
48	3	5	0.4	-13	-3
49	-7	-1	2.5	7	-2
50	-3	2	-2.4	1	-3
51	-4	-2	1.5	4	-2
52	1	-1	-0.6	5	-4

Structural class, the entries above containing a nitro group on carbon
cpd	smiles	KLK7 zymogen act	sPLA2-III inh	Tn6 DDE FP	rCAG RNA binder	ASAP1 GAP inh
28	O=[N+]([O-])c1ccc(NCc2ccccn2)nc1	0.4	0	-1	0	6
49	O=C(Nc1ccccc1[N+](=O)[O-])c1cc2ccccc2nc1Cl	0.1	1	4	1	-10

cpd	ADAM10 inh	GC-B act	FXN GAA850 act	ARFGAP1 inhibitor	NPR1 activator
28	3	-11	1.2	-1	-2
49	-7	-1	2.5	7	-2
